# IP6K1 inh – inhibitors of human IP6K1. IP6K1 kinase, ADP-Glo luminescence, 2 h; active compounds read low. 140,000 compounds, 0.81% hits. activity change, % (series mostly up to about 58 µM). Q92551. AID 1645851; in the data active means activity change below about -25%
#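 ADP-Glo luminescence measures ADP made by human IP6K1 during a 2 h RT reaction with ATP/IP6 (mix at 1.3 mM/130 uM); top library doses 57.5 and 19.1 uM final.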
# SNCA viab count – counter-screen for SNCA expression inhibitors: cell viability; HEK-293-SNCA-luc viability, GF-AFC fluorescence, 24 h; Potency, µM (titrated, usually from 57.1 µM), for the others: top-dose activity change, negative = cytotoxicity, most hits filed as cytotoxic; 150,000 compounds, 0.12% hits; AID 1671193;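 further: potency means the concentration at half of the fitted maximal effect; 0% = DMSO-treated cells and -100% = medium-only wells without cells; nearly all actives have a fitted effect of over 30% in size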
#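 HEK-293-SNCA-luc cells (1500/well) plated 24 h, then exposed 24 h to a dilution series; GF-AFC added 30 min at 37C, fluorescence 405/540 nm; normalised to medium-only and DMSO wells, Hill fit.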
# Luciferase inh – Photinus pyralis luciferase inhibition; P08659; purified P. pyralis luciferase, luminescence, biochemical; 76,000 compounds, 2.5% hits; Potency, µM (doses to about 115 µM), without a hit: at the top dose activity change, negative = inhibition, actives largely listed as inhibitors; further: potency means the concentration at half of the fitted maximal effect; nearly all actives have a fitted effect of over 65% in size
# Target sequence (P08659 whole entry, looked up): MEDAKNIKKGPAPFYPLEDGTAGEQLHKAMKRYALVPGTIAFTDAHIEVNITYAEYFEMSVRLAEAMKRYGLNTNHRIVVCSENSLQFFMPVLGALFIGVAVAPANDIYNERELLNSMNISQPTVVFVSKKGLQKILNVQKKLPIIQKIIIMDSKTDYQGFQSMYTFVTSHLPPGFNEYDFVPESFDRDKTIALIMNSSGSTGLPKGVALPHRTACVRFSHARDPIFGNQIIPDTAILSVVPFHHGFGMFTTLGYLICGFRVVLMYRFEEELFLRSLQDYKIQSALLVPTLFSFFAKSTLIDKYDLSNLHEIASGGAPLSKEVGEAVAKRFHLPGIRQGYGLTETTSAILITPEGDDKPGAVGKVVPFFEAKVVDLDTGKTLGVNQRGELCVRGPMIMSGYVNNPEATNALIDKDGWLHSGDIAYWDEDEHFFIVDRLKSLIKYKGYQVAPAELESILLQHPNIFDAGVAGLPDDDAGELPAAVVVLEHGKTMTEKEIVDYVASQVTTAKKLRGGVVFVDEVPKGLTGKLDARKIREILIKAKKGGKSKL
#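 Luminescence read by CCD imager after adding enzyme (10nM final) to wells holding compound, titrated in qHTS. Substrates 10uM each D-luciferin and ATP; buffer 50mM Tris acetate pH 7.5, 10mM Mg acetate, Tween-20, BSA.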
# HEK cytotox – HEK 293 cell cytotoxicity | HEK 293 viability, ATP luminescence (CellTiter-Glo), 48-72 h | Potency, µM (series often up to 115 µM), for inactives: top-dose activity change, negative = cytotoxicity, most hits filed as inhibitors | 94,000 compounds, 6.6% hits | AID 1345083; further: potency means the concentration at half of the fitted maximal effect; nearly all actives have a fitted effect of over 60% in size
#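 Cytotoxicity was scored by loss of ATP-coupled luminescence (CellTiter-Glo) in HEK 293 cells. Compound treatment ran 48 or 72 hr at 37 degree Celsius, 5% CO2, 95% humidity.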
# SNCA expr inh – reduces expression of the alpha-synuclein gene | HEK-293 SNCA-luciferase knock-in, luminescence, 24 h | Potency, µM (doses to about 57.2 µM), for inactives: at the top dose activity change, negative = inhibition, usual class: inhibitors | 140,000 compounds, 0.17% hits;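 further: potency means the concentration at half of the fitted maximal effect; plate controls were DMSO cells for no effect and cell-free wells for full effect; nearly all actives have a fitted effect of over 45% in size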
# GPT2 inh – inhibitors of human GPT2 alanine aminotransferase | Q8TD30 | Recombinant GPT2, coupled pyruvate oxidase/HRP Amplex Red fluorescence | Potency, µM (top dose mostly 57.7 µM), inactives show top-dose activity change, negative = inhibition, most hits filed as inhibitors | 100,000 compounds, 0.25% hits; further: potency means the concentration at half of the fitted maximal effect; nearly all actives have a fitted effect of over 60% in size; many of its hits are not listed in these tables
# Target sequence (Q8TD30 whole entry, looked up): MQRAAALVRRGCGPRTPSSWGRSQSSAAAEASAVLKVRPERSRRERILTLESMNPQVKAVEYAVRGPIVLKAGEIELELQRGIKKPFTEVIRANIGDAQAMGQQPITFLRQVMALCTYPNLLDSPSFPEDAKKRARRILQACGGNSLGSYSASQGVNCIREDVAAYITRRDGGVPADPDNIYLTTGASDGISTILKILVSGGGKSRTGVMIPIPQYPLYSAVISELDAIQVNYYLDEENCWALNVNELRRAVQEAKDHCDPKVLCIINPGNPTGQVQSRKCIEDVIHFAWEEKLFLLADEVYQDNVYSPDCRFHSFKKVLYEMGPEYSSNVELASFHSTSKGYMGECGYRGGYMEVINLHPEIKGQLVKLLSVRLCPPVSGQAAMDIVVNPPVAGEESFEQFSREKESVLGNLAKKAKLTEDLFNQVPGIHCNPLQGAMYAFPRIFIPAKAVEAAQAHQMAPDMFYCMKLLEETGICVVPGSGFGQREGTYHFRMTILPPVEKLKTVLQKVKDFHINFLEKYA
#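 Recombinant GPT2 (10ng/uL) with 250uM a-KG and 2mM L-alanine, 30 min at room temperature, in HEPES pH 7.5 buffer. Pyruvate detected by pyruvate oxidase/HRP/Amplex Red fluorescence after 30 min in the dark; AOA (50uM) as positive control.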
# NIH3T3 tox – cytotoxic compounds in NIH 3T3 cells; NIH 3T3 viability, CellTiter-Glo ATP luminescence, 48-72 h; Potency, µM (series often up to 96.7 µM), inactives show at the top dose activity change, negative = cytotoxicity, actives largely listed as inhibitors; 94,000 compounds, 4.3% hits; further: potency means the concentration at half of the fitted maximal effect; nearly all actives have a fitted effect of over 55% in size
#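 Mouse fibroblast NIH 3T3 cells, 400 per well, received compound via pintool and were incubated for 48 or 72 hr prior to CellTiter-Glo ATP luminescence measurement.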
# Starred values were filed as active, the others as inactive; i = inactive; ? = inconclusive; / = not tested or not shown; [ ] = another dose, or the depositor's remark. Unless noted, the call rests on the fitted dose curve; in most records, active means well fitted curve in the direction sought with a large enough effect; inconclusive means small, poorly fitted or top-dose-only effect, or another doubt; inactive means no such curve, though single readings can be large; an effect the other way counts as inactive or inconclusive. Unless noted, on the % scale 0 is the no-effect control and ±100 the full control effect.
SMILES,IP6K1 inh,SNCA viab count,Luciferase inh,HEK cytotox,SNCA expr inh,GPT2 inh,NIH3T3 tox
O=C(CCc1ccccc1)N1CCNc2cnc(Nc3ccc(-n4ccnc4)cc3)nc2C1,1,-2%,8%,?,?,-14%,?
CCCc1cc(=O)n2[nH]c(NCc3ccccc3OC)nc2n1,-6,7%,/,/,6%,/,/
CC1(c2ccccc2)N(Cc2cccnc2)C(=O)OC12CCN(C(=O)Cc1ccc(Cl)cc1)CC2 (centres undefined),-10,-3%,-1%,?,-9%,-3%,?
CS(=O)(=O)c1ccc(CN2C[C@@H](F)[C@@H](OCc3nc4ccccc4[nH]3)C2)cc1,-8,1%[87.6 µM],-10%[172 µM],?,1%[87.6 µM],i,-22%[138 µM]
CCOc1ccc(C(=O)N2CCC(n3cc(-c4nc(-c5ccccc5)no4)nn3)CC2)cc1,8,-5%,?,?,20%,i,-23%
Cc1noc(C)c1-c1cc2cc(CN(C)C)oc2c(NCCOc2ccccc2)n1,-18,?,-6%[172 µM],?,0%[87.6 µM],3%[88.5 µM],79µM*
CCc1ccc(S(=O)(=O)c2nnn3c2nc(N2CCOCC2)c2sccc23)cc1,-7,5%,/,/,17%,/,/
COc1ccccc1C(=O)NC[C@H]1Cn2c(-c3ccc4c(c3)OCCO4)cnc2CO1,24,-1%[87.6 µM],?,?,-4%[87.6 µM],-13%[88.5 µM],?
O=C1Nc2ccccc2O[C@H]2C[C@@H]1N(Cc1ccccc1)C2,-9,6%[87.6 µM],-13%[172 µM],?,-1%[87.6 µM],3%[88.5 µM],-37%[174 µM]
Cc1c(Cl)cccc1NC(=O)N1C[C@@H](F)C[C@H]1C(=O)N1CCc2ccccc2C1,-1,-5%,-5%,-14%,-16%,i,-18%

# Arranged by SMILES length (largest number first): some entries from above
SMILES,IP6K1 inh,SNCA viab count,Luciferase inh,HEK cytotox,SNCA expr inh,GPT2 inh,NIH3T3 tox
CC1(c2ccccc2)N(Cc2cccnc2)C(=O)OC12CCN(C(=O)Cc1ccc(Cl)cc1)CC2 (centres undefined),-10,-3%,-1%,?,-9%,-3%,?
Cc1c(Cl)cccc1NC(=O)N1C[C@@H](F)C[C@H]1C(=O)N1CCc2ccccc2C1,-1,-5%,-5%,-14%,-16%,i,-18%
COc1ccccc1C(=O)NC[C@H]1Cn2c(-c3ccc4c(c3)OCCO4)cnc2CO1,24,-1%[87.6 µM],?,?,-4%[87.6 µM],-13%[88.5 µM],?
O=C1Nc2ccccc2O[C@H]2C[C@@H]1N(Cc1ccccc1)C2,-9,6%[87.6 µM],-13%[172 µM],?,-1%[87.6 µM],3%[88.5 µM],-37%[174 µM]

# Returning to the listing, repeating the 4 entries before the break.
SMILES,IP6K1 inh,SNCA viab count,Luciferase inh,HEK cytotox,SNCA expr inh,GPT2 inh,NIH3T3 tox
CCc1ccc(S(=O)(=O)c2nnn3c2nc(N2CCOCC2)c2sccc23)cc1,-7,5%,/,/,17%,/,/
COc1ccccc1C(=O)NC[C@H]1Cn2c(-c3ccc4c(c3)OCCO4)cnc2CO1,24,-1%[87.6 µM],?,?,-4%[87.6 µM],-13%[88.5 µM],?
O=C1Nc2ccccc2O[C@H]2C[C@@H]1N(Cc1ccccc1)C2,-9,6%[87.6 µM],-13%[172 µM],?,-1%[87.6 µM],3%[88.5 µM],-37%[174 µM]
Cc1c(Cl)cccc1NC(=O)N1C[C@@H](F)C[C@H]1C(=O)N1CCc2ccccc2C1,-1,-5%,-5%,-14%,-16%,i,-18%
CN(C)C(=O)CC(O)c1cc2n(n1)CCN(C(=O)Cc1ccsc1)C2 (centres undefined),-8,-9%,1%,i,-4%,2%,4%
C[C@]1(CO)[C@H]2Cc3sc(NC(=O)c4c(F)cccc4F)nc3[C@@H](CC(=O)O)[C@]2(C)CC[C@H]1O,-9,5%,12%,i,?,2%,i
O=C(Cc1ccc2c(c1)OCO2)N1CCNc2cnc(Nc3cccc(F)c3)nc2C1,-23,-16%[87.6 µM],-4%[172 µM],?,-23%[87.6 µM],2%[88.5 µM],?
CC(C)(C)c1nnc2ccc(C(=O)NCCc3ccccc3F)cn12,13,-13%[87.6 µM],/,-2%[172 µM],-1%[87.6 µM],-2%[88.5 µM],-12%[138 µM]
CC(=O)N1CCc2nc(C)nc(-c3ccc(O)cc3)c2C1,17,-3%[87.6 µM],-7%[172 µM],-9%[172 µM],2%[87.6 µM],i,?
COc1cccc(/C=C/c2nc(C#N)c(N3CCN(C)CC3)o2)c1,9,23%,/,/,29%,/,/
COc1ccc(NC(=O)COc2ccc(-c3nnc4n3CCCC4)cc2)cc1OC,36,16%,-5%,8%,44%[activator],i,-4%
O=C(c1ccccn1)N1CCCC2(CC(c3ccccc3)=NO2)C1 (centres undefined),16,2%,/,i,24%,0%,i
COc1ccc(CCNC(=O)c2c(C)nn(-c3ccc(F)cc3)c2-n2cccc2)cc1OC,14,1%,/,/,?,/,/
CCCCC/C=C\CC(O)/C=C/c1cccc(CC(O)CCCCO)n1 (centres undefined),/,-9%,/,/,?,i,/
COc1ccc(C2(C(=O)N3C[C@@H](CO)[C@H](c4ccccn4)C3)CC2)cc1,4,-11%,-12%,-18%,-9%,4%,-20%
CC(C)CC(=O)N1CCN(c2nnc3ccc(C(F)(F)F)cn23)CC1,13,1%,-2%,i,-11%,1%,-4%
COc1cccc(-c2cccc(C(=O)N3CCCC3C(=O)N3CCOCC3)c2)c1 (centres undefined),-1,3%[12.5 µM],/,-20%,0%,-1%,-9%
COC[C@@H]1CN(Cc2c(OC)cccc2OC)C[C@H]1c1ccncc1,8,-2%,2%,35µM*,-20%,i,?
CC(C)c1nc2ccc(C(=O)NCCCN3CCN(c4ccccc4)CC3)cc2o1,4,2%,/,/,-2%,/,/
CSc1ccc(C(C(=O)O)N2CCN(Cc3csc(C)n3)CC2)cc1 (centres undefined),-7,-1%,6%,i,-23%,i,-11%
Cc1ccc(-n2c(C3CCN(C(=O)COc4ccc(Cl)cc4)CC3)n[nH]c2=O)cc1,-20,-3%,-13%,-5%,-23%,-8%,2.8µM*
COc1ccc(S(=O)(=O)N(CC(=O)Nc2ccccc2Br)Cc2ccccc2)cc1,5,2%,/,/,-3%,/,/
FC(F)(F)c1ccc(-c2noc(-c3ccccc3Br)n2)cc1,5,-9%,/,/,-8%,/,/
CN(C(=O)c1ccc2c(c1)N(Cc1cccc(Cl)c1)C(=O)c1ccccc1S2=O)C1CCCCC1 (centres undefined),-15,?,/,/,?,/,/
O=C(c1ccc(F)cc1F)N1CCC2(CC1)NC(=O)N(Cc1ccccc1)C2=O,-2,13%,-7%,?,-18%,-5%,-35%
Cc1nc(SCC(=O)Nc2ccccc2Cl)cc(-c2ccccc2)n1,-11,-1%,/,/,-26%,/,/
CN1C[C@H](NC(=O)c2cccnc2)CCC[C@@H](C(=O)NCc2cc(F)cc(F)c2)CC1=O,8,2%,-5%,i,4%,1%,i
Cc1cc(Br)cc2c(C(=O)OCC(=O)c3ccccc3)cc(-c3ccccc3)nc12,7,10%,/,/,24%,/,/
Cc1ccc(C)c(NC(=O)CCN2C(=O)c3ccccc3Sc3ncccc32)c1,20,?,/,/,16%,/,/
COC[C@@H]1[C@@H](NC(=O)c2cnc(C)nc2-c2ccccc2)[C@@H]2CCO[C@H]12,4,-16%,-3%,4%,-14%,-10%,-3%
CCN1c2cc(C(=O)Nc3ccc(-n4ccnc4)cc3)ccc2C(=O)N2CCCCCC21 (centres undefined),-11,?,-3%,?,2%,i,11µM*
O=C(Nc1cccc(F)c1)C1CCCN(S(=O)(=O)c2cccc3cccnc23)C1 (centres undefined),-13,-28%,/,/,-17%,/,/
CCCCN1CC(Oc2ccccc2C(=O)NC2CC2)C1,-2,-3%,-7%,-13%,?,-26%,-3%
O=C1C2=C(Nc3ccccc3SC2c2c(F)cccc2Cl)c2ccccc21 (centres undefined),12,-1%,/,/,22%,/,/
O=C(NCCN1CCOCC1)C1CCc2nnc(-c3ccc(F)cc3)n21 (centres undefined),22,-3%,/,-1%,-13%,i,-12%
O=C(O)c1ccnc(-c2ccnc(NCCN3CCCCC3CO)n2)c1 (centres undefined),15,-3%,?,-1%,15%,i,-10%
Cc1ccc(CNC(=O)C2CCN(S(=O)(=O)c3ccc4c(c3)CCCN4C(=O)C3CCC3)CC2)cc1,34,11%,/,/,-2%,/,/
COC(=O)CN1C(=O)[C@@H]2C[C@@H](O)CN2C2(CN(C3CCN(C)CC3)C2)C1=O,-10,1%[87.6 µM],8%[172 µM],i,-5%[87.6 µM],0%[88.5 µM],i
COCCOc1ccc(C(=O)N[C@@H]2CN(C(=O)Nc3cccc(OC)c3)CCC[C@H]2O)cc1,1,-7%,-4%,-2%,3%,?,-26%
Cn1ncc2c(C(=O)NCc3cccs3)cc(-c3ccccc3)nc21,-4,5%,/,?,?,?,?
COc1ccc(C(=O)N2CCCCC2c2nc(CCOc3cccc(C)c3)no2)cn1 (centres undefined),13,-16%,2%,?,-23%,i,?
O=C(NC[C@H]1O[C@@H](CC(=O)N2CCN(c3ccccc3)CC2)[C@H](O)[C@@H]1O)Nc1cccc(F)c1,-6,5%,-12%,?,56%[activator],i,?
CC(C)CN1CCCC(c2nc3ccc(F)cc3c(=O)[nH]2)C1 (centres undefined),5,-24%[87.6 µM],-1%[172 µM],25µM*,?,4%[88.5 µM],32µM*
CCC[C@H]1CN(C(C)=O)C[C@@H]1NC(=O)c1ccc(N2CCCC2=O)cc1,-5,3%,-1%,-3%,8%,i,i
N#Cc1ccc(C(=O)NC2CCN(c3cc(-c4ccc(Cl)cc4)[nH]n3)CC2)cc1,23,-3%,6%,?,26%,i,-20%
CCOC(=O)c1c(C)[nH]c(C)c1S(=O)(=O)N1CCCC(C(=O)Nc2ccc(C)cn2)C1 (centres undefined),0,6%,/,/,27%,/,/
O=C(Nc1ccc(F)cc1)c1ccc2oc(-c3ccncc3)nc2c1,-19,1%[87.6 µM],/,-21%[172 µM],-8%[87.6 µM],i,-8%[138 µM]
COCC(=O)N[C@@H]1CN(Cc2ccc(OC)cc2OC)C[C@H]1CO,4,1%,0%,3%,?,i,-11%
CCC(=O)N1CCc2c(C(=O)NCc3cccnc3)cccc21,2,7%,3%,-2%,21%,i,i
CSc1ncc(Cl)c(C(=O)Nc2cc(C(F)(F)F)ccc2Cl)n1,-6,-2%,/,/,-7%,/,/
COc1ccc2nc([C@H]3CCN(C(=O)COCC(=O)O)C3)[nH]c2c1,8,-3%[87.6 µM],-15%[172 µM],3%[172 µM],-26%[87.6 µM],-4%[88.5 µM],-2%[138 µM]
